Source: PubChem BioAssay (Sanford-Burnham Center for Chemical Genomics)
SENP6 block – inhibitors of human SENP6 protease | Recombinant SENP6 catalytic domain, aminoluciferin luminescence | inhibition, % at 10 µM | 330,000 tested, 1.8% active;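 active means inhibition above about 50% at the single tested dose, limit read from the data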;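 further: plate controls were DMSO wells with enzyme for no effect and DMSO wells lacking enzyme for full effect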
Target sequence (Q9GZR1 628-1112 limits assumed): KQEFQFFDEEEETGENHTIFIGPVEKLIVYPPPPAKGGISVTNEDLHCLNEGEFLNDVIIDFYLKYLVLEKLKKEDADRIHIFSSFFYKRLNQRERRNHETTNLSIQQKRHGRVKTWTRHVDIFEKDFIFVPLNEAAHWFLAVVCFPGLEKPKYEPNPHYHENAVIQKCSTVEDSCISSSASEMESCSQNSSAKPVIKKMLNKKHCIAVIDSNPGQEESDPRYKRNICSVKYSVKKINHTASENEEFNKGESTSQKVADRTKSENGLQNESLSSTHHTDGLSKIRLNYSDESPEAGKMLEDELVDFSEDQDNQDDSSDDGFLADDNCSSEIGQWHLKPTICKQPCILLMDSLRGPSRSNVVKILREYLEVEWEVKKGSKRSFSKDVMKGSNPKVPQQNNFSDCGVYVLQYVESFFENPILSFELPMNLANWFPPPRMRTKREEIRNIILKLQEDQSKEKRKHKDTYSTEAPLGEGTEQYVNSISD
hIAP act – human IAP activation; P09923; purified human IAP, CDP-Star luminescence, 30 min; hits give high values; 1 = vehicle-only enzyme, 0 = enzyme-free background; activation factor at 10 µM; 330,000 tested, 0.16% active; AID 2524;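 active means activation factor of the enzyme at least 2-fold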; further: the source names both 10 and 20 µM as test concentration; values of inactives mirror those of a sister screen read the other way
GRIN3A LBD mod – modulates the human NR3A ligand-binding domain; NR3A LBD differential scanning fluorimetry, Tm shift; 0% = protein alone, 100% = glycine-bound protein; Tm shift relative to glycine control, % at 25 µM; 340,000 tested, 2.5% active;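 active means melting temperature shift of at least 10% of the positive control shift, at one fixed dose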
PfGluPho inh – PfG6PD (Plasmodium falciparum) enzyme inhibition. 350,000 tested, 0.78% active. inhibition, % at 20 µM. PfGluPho enzyme, NADPH resazurin-diaphorase fluorescence;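 active means inhibition reaching at least a set limit at 20 µM in the primary screen, cut at about 59% in these data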;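 further: 0% = DMSO wells with substrate and 100% = DMSO wells lacking glucose-6-phosphate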
SENP8 inh – blocks human SENP8 cleavage of Nedd8 substrate; Q96LD8; recombinant SENP8, Nedd8 substrate fluorescence; inhibition, % at 20 µM; 360,000 tested, 0.64% active; AID 602440; in the data active means inhibition mostly above about 40%, no sharp cut-off; inactive means mostly below about 27%
MPTP inh – inhibitors of mitochondrial permeability transition pore | isolated mouse mitochondria, Ca2+ swelling absorbance, 30 min | inhibition, % at 10 µM | 360,000 tested, 1.4% active;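 active means inhibition of 50% or more, scaled per plate between neutral and stimulator controls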;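 further: 0% = DMSO wells given calcium and 100% = 1 mM EGTA wells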
ATG4B inhibitor – inhibitors of human ATG4B cysteine protease. Q9Y4P1. ATG4B cleavage of LC3-PLA2, NBD-HPC fluorescence, 1 h. inhibition, % at 8.33 µM. 340,000 tested, 0.51% active. AID 504462; in the data active means inhibition above about 40%
Target sequence (Q9Y4P1 whole entry, looked up): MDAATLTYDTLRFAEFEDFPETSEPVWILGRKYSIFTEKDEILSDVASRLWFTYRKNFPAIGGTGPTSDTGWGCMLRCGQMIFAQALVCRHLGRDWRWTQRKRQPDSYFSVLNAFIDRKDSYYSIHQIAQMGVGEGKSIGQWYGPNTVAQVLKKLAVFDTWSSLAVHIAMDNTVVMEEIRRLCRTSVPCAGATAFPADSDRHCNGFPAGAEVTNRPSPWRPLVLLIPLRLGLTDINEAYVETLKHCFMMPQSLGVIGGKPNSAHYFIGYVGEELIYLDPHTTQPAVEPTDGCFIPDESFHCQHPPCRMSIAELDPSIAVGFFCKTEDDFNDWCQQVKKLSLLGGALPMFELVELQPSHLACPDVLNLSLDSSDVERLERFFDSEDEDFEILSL
SENP1 FRET inh – SENP1 (human) catalytic domain inhibition; recombinant SENP1 catalytic domain, CyPet-SUMO1-YPet FRET cleavage; inhibition, % at 10 µM; 360,000 tested, 0.21% active; AID 624204;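 active means inhibition at least 30% at 10 µM, raw YFP signal under a set limit, fluorescence ratio 0.5 to 1.5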;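 further: 0% = enzyme with DMSO and 100% = no enzyme wells; some results filed as inactive read as strong as hits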
Target sequence (Q9P0U3 419-644 limits assumed): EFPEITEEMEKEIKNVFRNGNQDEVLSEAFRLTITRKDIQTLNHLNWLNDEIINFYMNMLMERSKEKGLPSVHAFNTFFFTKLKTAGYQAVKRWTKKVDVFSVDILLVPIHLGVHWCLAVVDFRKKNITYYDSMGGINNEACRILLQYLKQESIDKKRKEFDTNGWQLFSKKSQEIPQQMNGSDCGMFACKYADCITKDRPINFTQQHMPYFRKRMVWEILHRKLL
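Material – human SENP1 catalytic domain · Input – SENP1 enzyme, 20 pM final · Compound dosing – single concentration of 10 µM compound, 0.5% DMSO final · Timing – enzyme reaction for 50 min at room temperature, dark · Measured by – FRET fluorescence in CFP and YFP emission channels · Control set – no-enzyme wells low, DMSO-plus-enzyme wells high control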
Numbers without * were called inactive; nt = no result given.

SMILES	SENP6 block	hIAP act	GRIN3A LBD mod	PfGluPho inh	SENP8 inh	MPTP inh	ATG4B inhibitor	SENP1 FRET inh
O=C(CCCCCn1c(=O)[nH]c2ccsc2c1=O)N1CCCCC1	-25	0.97	1	-9	5	-0.8	-12	-2
O=C(c1ccco1)N1CCN(C(=O)c2cc3c(=O)oc4ccccc4c3s2)CC1	nt	nt	-1	-7	6	-0.3	-12	3
CCCc1ccc(S(=O)(=O)N2CCN(C(C)C(=O)NC3CCCC3)CC2)cc1 (stereo not drawn)	-8	1	1	-1	-1	-1.0	-9	2
Cn1c(=O)cc(SCC(=O)NCc2cccnc2)c2ccccc21	9	1.1	0	3	-34	-1.2	6	2
[O-]/C(=C(\C(=S)Nc1cccc2ccccc12)[n+]1ccccc1)c1ccc(OC(F)F)cc1	nt	nt	-1	2	-202	-1.0	-12	-39
CC(=O)c1ccc(CCCc2ccc(C(C)=O)cc2)cc1	nt	nt	-3	0	9	-1.6	-5	1
COCCN(C(=O)CNC(=O)c1ccco1)C(C(=O)NC1CCCC1)c1ccccc1 (stereo not drawn)	-7	1	0	-7	9	-1.3	10	-1
Cc1ccc2c(c1)NC(=O)C(CC(=O)NCCCN1CCCCC1)O2 (stereo not drawn)	7	1	2	11	-1	-2.4	-7	2
CC(=O)Nc1sc(C)c(C)c1C(=O)OCC(=O)Nc1ccccc1	7	0.9	9	-7	-119	0.1	6	1
CSc1cccc(NC(=O)CNS(=O)(=O)c2ccccc2)c1	-5	1.1	0	17	7	1.7	-13	-1
COc1ccc(C)cc1NC(=O)COC(=O)c1ccc2ccccc2n1	-16	0.95	0	-1	10	0.3	-13	6
Cc1ccsc1CN(C)C(=O)CN1C(=O)NC2(CCCCC2C)C1=O (stereo not drawn)	2	1.1	1	4	7	-0.5	1	-2
COCCn1c(SCC(N)=O)nnc1-c1c[nH]c2ccccc12	-8	1.1	-3	-5	6	-0.5	3	3
COCCCNC(=O)/C(C#N)=C1\N=C(NC(=O)c2cccs2)c2ccccc21	-6	0.89	0	11	8	2.8	3	-29
CC1(C)C(=O)OC(c2cccc([N+](=O)[O-])c2)C2(CCCCC2)C1=O (stereo not drawn)	2	1.1	0	3	14	0.7	-4	3
Cc1onc(-c2ccccc2)c1C(=O)NCC1COc2ccccc2O1 (stereo not drawn)	-3	1.3	2	-4	-2	-0.2	2	0
CCCS(=O)(=O)N1CCN=C1SCc1cccnc1	-3	1.1	-2	9	17	1.5	2	2
O=C(O)CCn1cc(/C=C2\NC(=S)N(c3ccccc3)C2=O)c(-c2ccc(Br)cc2)n1	3	0.9	-1	-34	-26	0.4	5	-57
O=S1(=O)CC(N2CCOCC2)c2ccccc21 (stereo not drawn)	11	1.2	-1	-1	12	-0.2	3	1
O=C(NCCCN1CCOCC1)c1ccc2c(c1)N(Cc1c(F)cccc1Cl)C(=O)c1ccccc1S2	-10	1.1	0	-11	9	-0.8	2	0
COC(=O)C(C)n1cnc2c(nnn2-c2ccc(OC)cc2)c1=O (stereo not drawn)	-5	1	1	7	10	-2.8	4	2
CCOC(=O)c1sc2ncn(/N=C/c3ccc(O)c(OC)c3)c(=O)c2c1C	-4	0.96	-8	-22	-24	0.3	2	6
Cc1ccc(NC(=O)N2CCCC2C(=O)NCCc2ccccc2)cc1 (stereo not drawn)	nt	nt	1	9	23	1.4	-19	0
O=C(c1ccc([N+](=O)[O-])o1)N1CCOCC1	6	1	-1	13	31	-0.5	-9	0
Cc1cc(Cl)ccc1NC(=S)NCc1ccc(Cl)cc1	-1	0.94	-4	3	20	84*	8	0

Some of the entries so far, comma-delimited.
compound,SENP6 block,hIAP act,GRIN3A LBD mod,PfGluPho inh,SENP8 inh,MPTP inh,ATG4B inhibitor,SENP1 FRET inh
CSc1cccc(NC(=O)CNS(=O)(=O)c2ccccc2)c1,-5,1.1,0,17,7,1.7,-13,-1
COc1ccc(C)cc1NC(=O)COC(=O)c1ccc2ccccc2n1,-16,0.95,0,-1,10,0.3,-13,6
Cc1ccsc1CN(C)C(=O)CN1C(=O)NC2(CCCCC2C)C1=O (stereo not drawn),2,1.1,1,4,7,-0.5,1,-2

Ordered by molecular weight (highest first): three of the compounds above
SMILES	SENP6 block	hIAP act	GRIN3A LBD mod	PfGluPho inh	SENP8 inh	MPTP inh	ATG4B inhibitor	SENP1 FRET inh
O=C(O)CCn1cc(/C=C2\NC(=S)N(c3ccccc3)C2=O)c(-c2ccc(Br)cc2)n1	3	0.9	-1	-34	-26	0.4	5	-57
CCCc1ccc(S(=O)(=O)N2CCN(C(C)C(=O)NC3CCCC3)CC2)cc1 (stereo not drawn)	-8	1	1	-1	-1	-1.0	-9	2
CCCS(=O)(=O)N1CCN=C1SCc1cccnc1	-3	1.1	-2	9	17	1.5	2	2

(more compounds)
SMILES	SENP6 block	hIAP act	GRIN3A LBD mod	PfGluPho inh	SENP8 inh	MPTP inh	ATG4B inhibitor	SENP1 FRET inh
CCc1ccc(/C=C2\SC(N3CCOCC3)=NC2=O)cc1	-13	0.81	-2	6	3	-1.1	-5	1
Cc1cc(C(=O)Nc2cc(S(C)(=O)=O)ccc2Cl)c(C)o1	1	0.89	-1	15	-2	0.1	0	0
Cc1nn(C(C)C(=O)N2CCOCC2)c(C)c1[N+](=O)[O-] (stereo not drawn)	-29	1.2	-2	-6	10	0.6	0	1
CC1=NN(C(=O)COc2ccc(C)c(C)c2)C(O)(c2ccc(Cl)cc2)C1 (stereo not drawn)	2	1.2	-1	-14	22	1.9	3	2
CCOc1ccccc1NC(=O)c1ccc2c(c1)C(=O)N(CC)C2=O	-10	1.1	1	-14	6	0.1	1	2
Cc1ccc(CNC(=O)CS(=O)Cc2nc(-c3ccccc3C)oc2C)cc1 (stereo not drawn)	-8	1	4	12	-2	0.3	-10	-4
COc1ccccc1N1CCN(C(=O)C(Cc2ccccc2)NC(=O)C2CCCCC2)CC1 (stereo not drawn)	-14	1.1	-1	-2	6	-0.6	1	0
CCOc1ccc2nc(NC(=O)c3cnccn3)sc2c1	24	1	2	-15	27	-5.5	-5	0
CC(NC(=S)NC(=O)c1ccccc1)c1ccccc1 (stereo not drawn)	8	0.97	-4	8	16	2.0	8	2
O=C1CN(C(=O)c2ccccc2F)C(c2ccccc2)c2cc(F)ccc2N1 (stereo not drawn)	-9	1.2	-2	-10	2	1.4	8	2
Cc1ccc(S(=O)(=O)NN2C(=O)/C(=C\c3ccc(Cl)cc3)SC2=S)cc1	13	0.87	-1	-3	25	2.7	-4	2
CC1CCC2(CC1)NC(=O)N(CC(=O)N(Cc1ccccc1)C(C)(C)C)C2=O (stereo not drawn)	-10	1.1	1	-4	6	-1.0	-2	2
Cc1ccc(/C(O)=C2/C(=O)C(=O)OC2c2ccc(Cl)cc2)cc1 (stereo not drawn)	2	0.92	2	-21	4	5.5	-15	4
O=C(O)[C@H]1CCCC[C@H]1C(=O)Nc1ccc(S(=O)(=O)N2CCOCC2)cc1	1	1	-1	-15	5	-1.3	9	-1
Cn1nc(-c2ccc(Cl)cc2)c2cc(C(=O)NCc3ccco3)sc21	-3	1	-6	27	-425	-1.5	-11	2
COCCn1c(-c2ccc(OC)c(OC)c2)nc2ccccc21	-10	1.1	0	-1	12	-0.8	-7	1
N#CC(C#N)=Cc1cnc(N2CCN(c3ccccc3)CC2)s1	-25	1	3	7	39	0.7	1	5
COC(=O)c1ccccc1S(=O)(=O)N1CCCC(c2nc3c(nnn3Cc3ccc(C)cc3)c(=O)[nH]2)C1 (stereo not drawn)	0	0.86	0	-4	1	2.4	-21	0
C/C(=N\NC(=O)c1ccccc1OCc1ccc(F)cc1)c1ccccn1	7	1.3	2	29	7	-0.4	-3	2
O=S(=O)(c1cccc(-c2cn3ccccc3n2)c1)N1CCCC1	-14	0.92	-1	4	-379	-1.1	-5	-3
O=C(O)C1=C[C@@H](C2CC2)C[C@@H](OCCCCO)O1	-23	1	0	2	5	-0.5	-6	-1
CCOC(=O)c1sc2nc[nH]c(=O)c2c1C	-11	0.92	0	-16	-54	1.7	-7	-1
COc1cccc(C(=O)Nc2cccc(OCC(=O)c3ccccc3)c2)c1	38	1	-14	3	4	-2.0	-2	1
O=C(CSc1nc2c(cnn2-c2cccc(Cl)c2)c(=O)[nH]1)NCCC1=CCCCC1	-13	0.86	2	-18	2	2.0	7	-3
CC1CCC(NC(=O)CN2C(=O)NC3(CCCCCC3)C2=O)CC1 (stereo not drawn)	-15	0.99	-2	2	4	-2.0	-7	2
SMILES	SENP6 block	hIAP act	GRIN3A LBD mod	PfGluPho inh	SENP8 inh	MPTP inh	ATG4B inhibitor	SENP1 FRET inh
CCN1CCN(c2ccc(NC(=O)c3ccco3)cc2Cl)CC1	-5	1.2	1	15	13	-0.7	-16	3
C=CCOc1ccc(/C=N/Nc2ccccn2)cc1OC	-21	0.97	-23	5	-23	-4.0	3	0
CCN(CC)S(=O)(=O)c1cccc(C(=O)c2c(C)cc3ccccn23)c1	nt	nt	0	6	20	28	4	5
Cc1cc(C)cc(NC(=O)CCN2CCOCC2)c1	-16	0.77	-1	-7	9	-0.4	1	-3
CCCC(=O)Nc1c2c(nn1-c1cccc(Cl)c1)CS(=O)(=O)C2	-6	1	2	-7	2	0.0	1	1
Cc1ccccc1-c1nc(CS(=O)(=O)CC(=O)NC2CCCCC2C)c(C)o1 (stereo not drawn)	-2	1.3	7	-14	18	-0.3	14	0
CC(C)(C)c1csc(NC(=O)c2ccncc2)n1	-2	0.85	-4	17	-4	4.9	-9	-3
COc1ccc(/C=N/Nc2nc3ccccc3[nH]2)cc1OC	1	1.1	-8	12	-254	0.2	-20	-1
O=[N+]([O-])c1ccc(NC(=S)NCCc2ccc(Cl)cc2)cc1	9	0.98	31*	25	26	88*	-5	1
CCCCNC(=O)CNC(=O)c1nn(-c2ccc(OC)c(OC)c2)c(=O)c2ccccc12	nt	nt	nt	-17	-48	-0.2	nt	3
O=C(CSc1nc(CCC2CCCC2)nc2ccccc12)NCc1ccc2c(c1)OCO2	-2	0.93	1	10	11	6.8	-13	1
O=C(O)c1ccc2c(c1)S(=O)(=O)c1cc(N3CCN(c4ncccn4)CC3)ccc1C2=O	nt	nt	nt	-8	-6	-0.3	nt	34
CC(C)(C)C1=C(C#N)C(c2cc3c(cc2Br)OCO3)C(C#N)=C(N)O1 (stereo not drawn)	-14	0.98	-6	0	23	3.4	-2	4
Cc1ccc(S(=O)(=O)Nc2ccccc2C(=O)Nc2ccc(S(=O)(=O)Nc3nccc(C)n3)cc2)cc1	3	0.87	4	-40	-406	0.4	5	-19
Cc1nn(Cc2ccccc2)c(Cl)c1/C=C/C(=O)OC(C)C(=O)N1CCCC1 (stereo not drawn)	-38	0.93	-1	-23	6	0.2	-3	0
S=C1NCN(C2CCCCC2)CN1c1ccccc1	-4	0.91	-2	5	4	-0.3	-12	-3
CCn1c(SCC(N)=O)nc2cc(S(=O)(=O)N3CCOCC3)ccc21	-6	1.1	2	2	-1	-1.0	-9	0
O=C(Nc1ccc(CN2CCCCC2)cc1)c1c(F)c(F)c(F)c(F)c1F	-3	1.1	0	-17	-15	-1.0	0	-2
C=CCn1c(Cn2nnc3ccccc32)nnc1SCC(=O)N/N=C/c1cc(Br)cc(OC)c1O	21	0.77	-7	25	-8	4.0	-1	10
CC(C(=O)N1CCN(Cc2ccc3c(c2)OCO3)CC1)c1ccc([N+](=O)[O-])cc1 (stereo not drawn)	-9	1.1	-2	-8	4	2.1	-13	1
COc1ccc(-c2cc(C(F)F)n3ncc(C(=O)N4CCCc5ccccc54)c3n2)cc1	5	1	2	10	-346	5.6	-7	-4
COCCNC(=O)COc1cccc(Oc2ccccc2)c1	-28	1.1	1	7	8	0.5	0	0
CN(C(=O)COC(=O)c1cc(NS(=O)(=O)c2cc([N+](=O)[O-])ccc2Cl)ccc1O)C1CCCCC1	8	0.95	8	-30	22	2.1	10	3
CC(NS(=O)(=O)c1ccc(Cl)cc1)C(=O)NCc1ccco1 (stereo not drawn)	-14	1.1	-1	-5	0	0.6	-2	1
CCOCc1nc(N)nc(N)c1-c1cccc(Cl)c1	nt	nt	nt	19	21	0.4	nt	3
O=C1/C(=C/c2ccc(F)cc2)SC(=S)N1NS(=O)(=O)c1ccccc1	-5	0.92	-4	-23	22	1.8	7	-4
